# PRMT1 FP inh: blocks human protein arginine methyltransferase 1 | Q99873 | recombinant PRMT1, activity-based probe fluorescence polarization | inhibition, % at 2.79 µM | 1.3% of 370,000 active | AID 652257;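 active means inhibition above about 21% made by adding two undisclosed values, limit read from the data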
# UHRF1 MBD2 ctr: blocks human UHRF1 binding to methylated DNA | UHRF1 binding to methylated oligo, TR-FRET | 0.75% of 370,000 active | Q96T88 | inhibition, % at 4.4 µM; in the data active means inhibition above about 21%;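 further: UHRF1 SRA domain binding a hemimethylated CpG hairpin DNA probe; 0% = median of test compound wells and 100% = reference inhibitor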
# TCR-CD3 inh: human TCR-CD3 binding inhibition; AID 651800; TAMRA-labeled TCR probe fluorescence, biochemical; 0.37% of 360,000 active; inhibition, % at 9.4 µM; in the data active means inhibition above about 19%;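 further: recombinant mutant TCR 2C K166C tagged with TAMRA read by polarization; 0% = receptor in buffer alone and 100% = receptor with positive control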
# LEDGF integ inh: blocks HIV-1 LEDGF/p75-dependent DNA integration; TR-FRET IN-LEDGF/p75 DNA integration, Eu/Cy5; inhibition, % at 3.7 µM; 0.64% of 370,000 active; AID 743269;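 active means inhibition above the screen-wide mean plus 3 SD, cut at about 13% in these data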;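 further: signal is the Cy5 over europium emission ratio at 671 and 618 nm; 0% = plate median of compound wells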
# DDE Tn6 FP inh: inhibitors of Tn6 peptide binding to human fibrin DD(E) | 0.21% of 370,000 active | Fibrin DD(E) TRITC-Tn6 fluorescence polarization displacement | inhibition, % at 8.3 µM | P02675;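 active means inhibition above a per-campaign cutoff: mean of compounds within control limits plus 3 SD, cut at about 15% in these data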;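 further: 0% = median of all compound wells on the plate and 100% = blocking peptide control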
# SIAE primary: blocks human sialic acid acetylesterase | Q9HAT2 | SIAE FP-Rh probe binding, fluorescence polarization | inhibition, % at 9.66 µM | 0.69% of 370,000 active | AID 1053197;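 active means inhibition above a cutoff: mean of compounds within the control limits plus 3 SD of those, cut at about 17% in these data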;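 further: 0% = plate median of compound wells and 100% = probe without SIAE protein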
# Target sequence (Q9HAT2 whole entry, looked up): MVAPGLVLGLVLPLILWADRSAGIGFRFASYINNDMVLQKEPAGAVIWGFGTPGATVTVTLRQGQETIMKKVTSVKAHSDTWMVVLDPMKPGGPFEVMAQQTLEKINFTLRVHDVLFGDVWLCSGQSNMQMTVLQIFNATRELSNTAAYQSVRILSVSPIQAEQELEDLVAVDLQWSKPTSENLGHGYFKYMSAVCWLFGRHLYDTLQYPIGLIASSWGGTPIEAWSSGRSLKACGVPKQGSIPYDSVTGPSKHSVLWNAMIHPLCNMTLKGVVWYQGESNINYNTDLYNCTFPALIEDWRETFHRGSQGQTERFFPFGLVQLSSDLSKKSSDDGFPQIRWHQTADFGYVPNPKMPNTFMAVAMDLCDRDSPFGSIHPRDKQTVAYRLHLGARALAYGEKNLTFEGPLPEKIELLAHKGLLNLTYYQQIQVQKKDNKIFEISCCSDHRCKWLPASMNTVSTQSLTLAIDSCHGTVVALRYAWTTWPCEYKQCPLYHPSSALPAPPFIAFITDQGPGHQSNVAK
# MBD2 DNA inh: MBD2-methylated oligo binding inhibition | Q9UBB5 | TR-FRET, MBD2 binding to methylated oligonucleotide | inhibition, % at 4.4 µM | 0.31% of 370,000 active; in the data active means inhibition above about 13%
# Tn7 DDE FP: inhibitors of Tn7 peptide binding to human fibrin DD(E); FP displacement of FITC-Tn7 peptide from fibrin DD(E); 0% = median of compound wells per plate; 0.13% of 370,000 active; inhibition, % at 8.3 µM;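 active means inhibition above the mean of compounds falling within the control limits plus 3 SD of them, cut at about 14% in these data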;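 further: 0% = plate median of compound wells and 100% = 10 µM Aha-Tn7 peptide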
#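 Test system – human fibrin DD(E) · Times – 10 min preincubation, 3 h with tracer, room temperature · Detection – fluorescence polarization of the labelled Tn7 tracer · Measure – percent inhibition normalized to high-control wells · Benchmarks – high control wells with 10 µM unlabelled Aha-Tn7 peptide (full inhibition) · Repeats – singlicate testing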
# proKLK7 act: activators of human kallikrein-7 zymogen | purified proKLK7, EDANS-DABCYL substrate fluorescence; 100% is mature enzyme control, 0% vehicle | activation, % at 7 µM | 0.9% of 370,000 active;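 active means activation above the mean of all tested compounds plus 3 SD, computed per campaign excluding outliers beyond control limits, cut at about 13% in these data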
# Target sequence (P49862 whole entry, looked up): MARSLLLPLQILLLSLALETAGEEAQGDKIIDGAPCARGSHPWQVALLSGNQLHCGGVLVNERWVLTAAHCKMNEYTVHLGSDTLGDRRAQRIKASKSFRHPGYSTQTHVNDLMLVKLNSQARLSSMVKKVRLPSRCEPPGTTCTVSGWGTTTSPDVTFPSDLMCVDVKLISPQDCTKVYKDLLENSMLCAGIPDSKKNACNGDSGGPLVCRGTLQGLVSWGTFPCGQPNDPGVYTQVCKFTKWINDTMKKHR
# TDP2 inh: blocks human TDP2 phosphodiesterase activity; 0.34% of 370,000 active; recombinant TDP2, T5PNP hydrolysis, p-nitrophenol absorbance 415 nm; O95551; inhibition, % at 12.8 µM;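 active means inhibition above the mean of all tested compounds plus 3 SD, set per campaign, cut at about 25% in these data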;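 further: 0% = DMSO with enzyme and 100% = buffer with substrate but no TDP2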
#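 Test system: Human TDP2 enzyme | Reagent: 5 mM T5PNP | Compound dosing: 12.8 µM single point, 1% DMSO | Incubation: Enzyme reaction with compound for 2 h at 37 °C | Technique: p-Nitrophenol epi absorbance | Read-out: % inhibition relative to enzyme-containing and enzyme-free wells | Benchmarks: High control without enzyme, low control DMSO plus TDP2 | Replicates: Singlicate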
# Active calls of the source: *; · = no result given.
SMILES,PRMT1 FP inh,UHRF1 MBD2 ctr,TCR-CD3 inh,LEDGF integ inh,DDE Tn6 FP inh,SIAE primary,MBD2 DNA inh,Tn7 DDE FP,proKLK7 act,TDP2 inh
CC(=O)c1ccc(NC(=O)CNC2CCCCC2)cc1,2.9,2.7,-0.7,-3.7,-0.3,-0.2,8.0,-0.1,-0.1,26.3*
Cc1cc(-c2nnnn2-c2ccc(C(F)(F)F)cc2)no1,-3.0,1.9,-6.8,4.7,-1.4,-1.8,-6.2,0.4,0.5,-2.2
CCCCNS(=O)(=O)c1ccc2nc(-c3cccnc3)cc(C(=O)NCCOC)c2c1,0.3,-1.6,-6.3,-1.1,9.2,-0.1,2.5,2.2,0.3,-0.1
CN=C1c2cc3c(Br)c(OC)ccc3n2CCN1C,0.3,-3.3,3.0,1.3,-1.0,1.0,-7.1,-0.9,0.6,8.4
CCN1CCCC1CNC(=O)Cn1nc(C)n2c(cc3cc(F)ccc32)c1=O (stereo unspecified),33.2*,15.7,-3.0,19.0*,-4.2,5.4,10.8,2.3,0.4,7.6
CC(C)Cn1c(-c2csc(C(C)C)c2)n[nH]c1=S,4.9,-3.4,2.4,2.4,1.1,4.8,-3.0,3.6,-0.9,12.9
C/C=C/C(=O)Nc1ccccc1Br,-0.4,2.4,-1.0,-0.7,-6.5,7.2,-1.9,-5.8,0.3,-5.5
C=CCn1c(COc2ccccc2)nnc1SC(C)C(=O)N/N=C/c1cc(Cl)ccc1O (stereo unspecified),-2.3,-3.1,3.7,-3.9,0.5,-0.7,-1.0,6.5,-0.7,-7.7
CCc1ccccc1NC1c2ccccc2C(=O)N1Cc1ccco1 (stereo unspecified),4.6,4.1,-6.8,0.0,2.1,-1.5,3.0,2.2,0.4,-2.5
C[C@@H]1OC(C2CCCCC2)N(C)[C@H]2C[C@H]3c4[nH]c5c(-c6ccccc6)cccc5c4CCN3C(=O)[C@@H]12 (stereo partly specified),-0.8,-1.3,3.8,-0.3,-1.9,0.5,0.6,3.4,-7.9,-2.3
CCCCN1CC(=O)N2[C@H]3c4cc(C)ccc4OC[C@@H]3[C@H](C(=O)OCC)[C@]2(C)C1=O,1.8,1.6,4.4,0.5,5.9,4.2,0.1,-5.1,0.4,0.4
CCOC(=O)N1CCN(CCC(=O)Nc2cccc(Cl)c2C)CC1,1.8,0.8,0.5,-3.2,2.2,-6.2,-1.0,5.3,0.1,-7.0
O=C(Nc1cccc(Cl)c1)C1C2C=CC3(O2)C1C(=O)N(CCCN1CCCCC1)C3C(=O)NC1CCCCC1 (stereo unspecified),1.8,-0.6,0.4,-1.6,-7.2,4.7,-3.0,-0.8,-0.1,5.2
CCCn1c(SCC(=O)Nc2ccc(NC(=O)CC)cc2)nc2c1c(=O)n(C)c(=O)n2C,0.8,0.4,-5.3,-5.4,-5.5,-1.4,0.5,-4.5,0.5,8.0
O=C(c1ccco1)N1CCN(S(=O)(=O)c2ccc(Cl)cc2)CC1,-3.5,0.3,-9.4,1.9,-1.3,3.9,-2.4,-3.5,0.3,-11.9
CN1CCN(S(=O)(=O)c2cccc(S(=O)(=O)c3ccc(Cl)c(Cl)c3)c2)CC1,0.0,3.0,-4.1,0.5,-11.2,-3.3,-3.7,1.5,0.0,12.4
Cc1cccc(-c2cccc3c4c([nH]c23)[C@@H]2C[C@H](N(C)C(=O)Nc3ccccc3C)[C@H]([C@H](C)O)CN2CC4)c1,4.1,-0.6,·,-0.6,-3.1,4.7,-8.0,-3.8,-0.6,-0.3
O=C(CNS(=O)(=O)c1ccc(Br)cc1)Nc1ccc2c(c1)OCCO2,3.1,2.3,0.6,-4.2,-1.6,2.4,5.1,-1.5,-0.5,-6.0
CCN(CC)S(=O)(=O)c1ccc(C)c(NC(=S)NNC(=O)C2CC2)c1,-3.4,-2.8,9.5,1.4,-0.2,12.4,-0.9,-0.5,-0.5,-3.9
Cc1cc2[nH]c(=O)c(=O)[nH]c2cc1S(=O)(=O)Nc1cccc(F)c1,4.9,-1.1,-9.8,-5.5,-4.1,5.6,2.3,-0.9,0.5,-8.5
COc1ccc(C(=O)c2cccc(C(=O)c3ccc(OC)c(C)c3)c2)cc1C,7.7,5.2,-2.4,-6.9,-5.8,-4.9,9.4,2.7,-0.4,4.7
NS(=O)(=O)c1cccc(NC(=O)CN2CCCc3ccccc32)c1,1.8,-0.8,5.2,3.7,-2.9,1.1,-4.8,-8.2,0.3,11.8
O=C1N=C(N2CCc3ccccc3C2)S/C1=C\c1ccc(O)cc1,0.6,-0.9,-2.0,4.2,-3.5,-1.6,1.1,-6.1,0.0,-12.3
C/C(=N\Nc1ccc(S(=O)(=O)N2CCCCC2)cn1)c1ccc(O)cc1,-0.4,-0.5,-1.3,2.5,-7.6,10.4,-2.6,0.9,0.6,6.6
CC(C)(C)CN1CCC(n2nccc2NC(=O)c2ccccc2Cl)CC1,-2.5,0.7,0.7,-1.6,-0.3,5.1,-4.0,-5.5,-0.5,7.3
Cc1oc(-c2cccs2)nc1CNC[C@H]1O[C@@H](n2cnc3c(N)ncnc32)[C@H](O)[C@@H]1O,-3.0,0.1,-3.0,-5.2,6.8,-4.1,-1.0,-5.1,0.2,-10.4
C/C(=N/Nc1ccccc1C(=O)O)c1cccs1,1.4,0.6,4.3,-3.0,1.4,-1.4,-2.8,-2.3,0.5,-22.3
Cc1noc(C)c1COc1ccc(C(=O)OCC(=O)N2CC(=O)Nc3ccccc32)cc1,-3.9,1.0,-5.1,-4.6,3.0,-0.1,-0.2,-3.1,-0.1,9.3
COC(=O)C[C@H]1C=C[C@@H](NC(=O)Nc2cccc(OC)c2)[C@@H](CO)O1,-1.2,5.0,-0.5,2.0,-4.3,6.3,-2.3,-2.3,2.1,2.6
O=C1N/C(=N/N=C/c2ccco2)SC1Cc1ccccc1 (stereo unspecified),3.6,2.1,-3.5,-9.5,-2.5,-1.7,-3.3,-5.1,0.1,1.1

# Arranged by count of non-hydrogen atoms (largest number first): part of the list above
SMILES,PRMT1 FP inh,UHRF1 MBD2 ctr,TCR-CD3 inh,LEDGF integ inh,DDE Tn6 FP inh,SIAE primary,MBD2 DNA inh,Tn7 DDE FP,proKLK7 act,TDP2 inh
Cc1noc(C)c1COc1ccc(C(=O)OCC(=O)N2CC(=O)Nc3ccccc32)cc1,-3.9,1.0,-5.1,-4.6,3.0,-0.1,-0.2,-3.1,-0.1,9.3
O=C1N/C(=N/N=C/c2ccco2)SC1Cc1ccccc1 (stereo unspecified),3.6,2.1,-3.5,-9.5,-2.5,-1.7,-3.3,-5.1,0.1,1.1
C/C(=N/Nc1ccccc1C(=O)O)c1cccs1,1.4,0.6,4.3,-3.0,1.4,-1.4,-2.8,-2.3,0.5,-22.3

# Next section
SMILES,PRMT1 FP inh,UHRF1 MBD2 ctr,TCR-CD3 inh,LEDGF integ inh,DDE Tn6 FP inh,SIAE primary,MBD2 DNA inh,Tn7 DDE FP,proKLK7 act,TDP2 inh
O=C(CCCc1ccccc1)Nc1ccccc1[N+](=O)[O-],2.9,-1.4,-1.7,-2.9,-1.5,12.7,-6.4,1.9,0.2,10.7
O=C(CSc1ccc2ccccc2c1)N1CCN(c2ccc(O)cc2)CC1,3.4,8.2,-4.9,-3.2,0.7,8.1,-1.8,-4.8,0.3,9.9
Oc1c(Br)cc(Cl)cc1C=Nc1ccc(N2CCOCC2)cc1,7.6,2.1,6.0,19.0*,1.1,4.9,-3.9,3.5,-0.6,18.6
CN(C)C(=O)c1ccc(NC(=O)COC(=O)Cn2cc(C(F)(F)F)ccc2=O)cc1,1.5,-0.4,-4.6,-3.5,4.7,-0.3,2.1,-0.4,-0.9,6.5
Cc1ccc(C)c(NC(=O)CCCCCCCCCCC2COCCO2)c1 (stereo unspecified),3.2,3.9,-3.7,-2.3,-0.3,4.2,-0.3,-7.5,0.2,-4.6
COc1cc(C2CC(=O)N3CN(Cc4ccccc4)CSC3=C2C#N)ccc1OCc1ccccc1 (stereo unspecified),38.8*,2.7,-5.6,6.8,-4.3,-4.8,3.4,1.2,0.3,-6.7
CC(C)CC1NC(=O)N(CC(=O)Nc2ccccc2-c2ccccc2)C1=O (stereo unspecified),-0.7,0.3,4.2,2.4,7.6,-2.6,-0.6,-7.0,0.3,-3.4
COc1cccc(CN2CCNC(=O)C2CC(=O)NCCCn2ccnc2)c1 (stereo unspecified),2.2,0.7,6.5,-1.7,1.3,-1.0,-2.3,13.4,0.5,8.0
NC1=NC(=Nc2ccc(Br)cc2)c2ccccc21,-3.8,1.1,2.4,-1.1,2.1,10.7,-2.5,-0.5,0.2,0.3
CCN(CC)S(=O)(=O)c1ccc(N2CCOCC2)c(NC(=O)c2ccco2)c1,-1.0,1.7,-0.1,0.6,-1.9,-3.9,2.1,-0.9,0.0,-2.4
CN1C2CCC1CC(NC(=O)CSc1ccc(Cl)cc1)C2 (stereo unspecified),-0.5,1.0,1.7,5.8,4.7,1.7,-4.8,-2.8,-0.2,4.7
Cc1ccc(CN(CC(=O)N/N=C/c2ccco2)S(=O)(=O)c2ccc(C)cc2)cc1,-1.5,-4.0,-2.6,1.0,-3.8,-9.4,-0.5,0.3,-0.1,-7.2
O=C(NC1CCCCN(Cc2ccc(Cl)cc2)C1=O)c1ccccc1 (stereo unspecified),4.9,2.4,·,-2.6,-0.1,-7.6,5.6,8.1,-0.4,-4.1
CCN(CC)S(=O)(=O)c1ccc(NC(=O)c2cnccn2)cc1,-2.4,0.8,1.3,2.8,1.5,5.1,-2.2,-8.2,0.5,-12.0
Cn1c(=O)[nH]c(=O)c2c1nc(Br)n2Cc1ccccc1F,-0.3,-0.6,-0.9,-5.0,5.8,-4.3,0.9,-3.4,0.0,-8.3
COc1ccccc1-n1cnnc1SC(C)C(=O)NCC1CCCO1 (stereo unspecified),-0.3,-2.1,-4.6,-8.0,-4.3,-0.6,3.4,0.2,-0.1,-12.8
CCOC(=O)C(=O)NN=C(c1ccccc1)c1ccccc1,-3.0,0.7,-0.8,0.9,-1.7,10.1,1.1,-8.0,0.5,-6.5
CN=c1sc(C(=O)Nc2cccc(Cl)c2)cc(=O)n1C,10.1,1.5,7.5,-0.5,2.7,-1.0,-4.9,-1.6,-0.2,-0.3
CCCCc1ccc(-c2csc(/C(C#N)=C\c3ccco3)n2)cc1,-1.7,-3.0,-0.2,3.1,-0.1,-7.1,-2.7,-6.2,-0.4,1.3
CC1CC(C)CN(c2nc(N(C)c3ccccc3)nc(N)c2[N+](=O)[O-])C1 (stereo unspecified),4.4,1.3,-5.8,3.4,-1.1,-10.9,9.3,-5.9,-0.1,-15.7
COc1ccc(CN(C)C(=O)c2ccncc2)c(OC)c1,2.3,0.3,1.7,0.5,-2.0,-7.0,-2.4,-8.0,-0.5,0.5
CN(C)N1C(N)=C(C#N)C(c2ccc(Br)cc2)C2=C1CC(C)(C)CC2=O (stereo unspecified),-3.5,-4.0,-0.9,7.4,-11.1,-5.6,-10.5,2.6,0.3,-18.4
CCOC(=O)C(CC)Sc1ccc2nnc(-c3cccnc3)n2n1 (stereo unspecified),-5.5,1.2,-4.3,4.0,2.1,-5.7,0.4,-0.2,3.4,-5.9
